# Screening data from PubChem BioAssay.
# NCI-60 one-dose screen, 48 h, at 10 µM unless noted. Numbers give growth in % (100 = growth as untreated, 0 = no growth, -100 = all killed).
# SK-MEL-28 = SK-MEL-28 melanoma; AID 1794761; hit rate 4.1% among 81,000
# SK-MEL-2 = SK-MEL-2 melanoma. AID 1794763. hit rate 4.7% among 77,000
# SK-MEL-5 = SK-MEL-5 melanoma; hit rate 6.4% among 80,000; AID 1794755
# UACC-62 = UACC-62 melanoma; hit rate 5.4% among 81,000; AID 1794756
# MDA-MB-435 = MDA-MB-435 melanoma; hit rate 7.8% among 82,000
# UACC-257 = UACC-257 melanoma | hit rate 4.4% among 78,000 | AID 1794764
# M14 = M14 melanoma | hit rate 6.2% among 80,000
# A549/ATCC = A549/ATCC NSCLC | hit rate 3.7% among 81,000
# The depositor's hits bear a star; . = no result given; & = joins results of further samples. The calls were made as follows: active = growth percent below 10; inactive = the rest.
SMILES,SK-MEL-28,SK-MEL-2,SK-MEL-5,UACC-62,MDA-MB-435,UACC-257,M14,A549/ATCC
CCCNC(=S)N/N=C(\C)c1ccccn1,52,70,22,11,49,12,6.1*,32
Nc1nn2c(-c3ccc(Cl)cc3)ccnc2c1N=Nc1ccc(S(N)(=O)=O)cc1,111,104,99,102,101,102,108,100
CN(C)CCCN1c2nc3ccccc3cc2Sc2cc3ccccc3nc21,-93*,13,-76*,-91*,-67*,-70*,-71*,.
N#Cc1c(-c2cccc3ccccc23)nc(NCCO)[nH]c1=O,118,101,102,105,104,84,101,89
Cc1ccc(/C=N/NC(=O)c2ccc(OCc3nc4ccc(Cl)cc4[nH]3)cc2)cc1,97,110,37,79,41,97,60,42
CC1(C)OC2OC(COC(=O)c3ccccc3)C(=O)C2O1 (stereo not given),110,105,105,100,105,104,97,99
O=C(COc1cc(O)c2c(=O)cc(-c3ccccc3)oc2c1)Nc1ccccc1,107,97,99,94,95,97,85,85
O=C(COc1ccc(Cl)cc1Cl)OCCCl,101,92,104,101,103,97,103,100
COc1cc2c(cc1OC)C(O)C(O)(CO)C(C(=O)O)C2c1cc(OC)c(OC)c(OC)c1 (stereo not given),111,103,113,95,113,110,96,.
O=c1[nH]cc(O)c(=O)[nH]1,124,104,105,103,111,97,96,96
COc1ccc(-c2nc(N)nc3c(OC)nccc23)cc1,108,107,108,106,118,.,108,88
O=C1/C(=C/c2ccc(Cl)cc2)N=C(c2ccccc2)N1CCc1cccs1,77,69,85,56,53,56,42,31
COc1ccc(-c2cc(-c3cccnc3)nc(OCC(=O)c3ccc(Cl)cc3)c2C#N)cc1OC,116,98,102,109,107,106,98,103
COc1ccc(S(=O)(=O)NCCNc2cc(-c3cn(C(C)(C)C)nc3-c3ccccc3)ccn2)cc1,105,118,78,80,96,113,101,91
CC(=C(C#N)C#N)c1ccc(F)cc1,114,106,101,100,109,102,102,91
CCOc1ccccc1/C=C/C(=O)c1sc(N)nc1C,99,85,83,80,87,80,87,82
COc1ccc(/C=C2\SC(=S)N(NC(=O)Cc3ccccc3Nc3c(Cl)cccc3Cl)C2=O)cc1,108,103,98,98,107,103,103,100
O=C1C(N2CCN(c3ccccc3)CC2)=C(Cl)C(=O)c2ncccc21,83,97,95,62,-67*,55,70,92
CC(C)(C)c1cc(NCc2cccnc2)n(-c2ccccc2)n1,110,151,102,92,115,94,102,133
C=C1CC[C@H]2[C@@](C)(CCC3OC(c4ccc(OCc5cn(CCOC6OC(COC(C)=O)C(OC(C)=O)C(OC(C)=O)C6OC(C)=O)nn5)cc4)OC[C@]32C)[C@@H]1/C=C/C1=CCOC1=O (stereo not given in full),93,117,93,84,108,109,103,95
c1ccc2[nH]c(SSc3nc4ncncc4[nH]3)nc2c1,86,57,28,13,20,42,8.5*,80
Cc1cc(/C=C/c2ccccc2)nc2ccccc12,99,84,96,88,95,96,78,96
CC(=O)Nc1cc(C)ccc1O,98,100,107,111,96,.,102,.
COc1ccc(F)cc1/C=C/C(=O)/C=C(O)/C=C/c1cc(F)ccc1OC,112,98,94,83,82,91,81,96

# Filtered by structure: the compounds so far with a halogen (nine)
SMILES,SK-MEL-28,SK-MEL-2,SK-MEL-5,UACC-62,MDA-MB-435,UACC-257,M14,A549/ATCC
Nc1nn2c(-c3ccc(Cl)cc3)ccnc2c1N=Nc1ccc(S(N)(=O)=O)cc1,111,104,99,102,101,102,108,100
Cc1ccc(/C=N/NC(=O)c2ccc(OCc3nc4ccc(Cl)cc4[nH]3)cc2)cc1,97,110,37,79,41,97,60,42
O=C(COc1ccc(Cl)cc1Cl)OCCCl,101,92,104,101,103,97,103,100
O=C1/C(=C/c2ccc(Cl)cc2)N=C(c2ccccc2)N1CCc1cccs1,77,69,85,56,53,56,42,31
COc1ccc(-c2cc(-c3cccnc3)nc(OCC(=O)c3ccc(Cl)cc3)c2C#N)cc1OC,116,98,102,109,107,106,98,103
CC(=C(C#N)C#N)c1ccc(F)cc1,114,106,101,100,109,102,102,91
COc1ccc(/C=C2\SC(=S)N(NC(=O)Cc3ccccc3Nc3c(Cl)cccc3Cl)C2=O)cc1,108,103,98,98,107,103,103,100
O=C1C(N2CCN(c3ccccc3)CC2)=C(Cl)C(=O)c2ncccc21,83,97,95,62,-67*,55,70,92
COc1ccc(F)cc1/C=C/C(=O)/C=C(O)/C=C/c1cc(F)ccc1OC,112,98,94,83,82,91,81,96

# Next section.
SMILES,SK-MEL-28,SK-MEL-2,SK-MEL-5,UACC-62,MDA-MB-435,UACC-257,M14,A549/ATCC
N=c1sc2ccccc2n1CC(=O)O,112,95,104,97,113,90,96,84
Nc1cccc(C(=O)C2=Cc3cc4ccccc4n3Cc3cnnn32)c1,87,90,87,61,39,95,78,99
Nc1nc(SCc2ccc([N+](=O)[O-])cc2)c2[nH]cnc2n1,110,95,86,79,117,98,98,97
COc1ccc2nc(C)cc(-n3cc(Cn4nc(-c5ccc(C)cc5)c5c(N)ncnc54)nn3)c2c1,74,80,53,.,70,57,68,47
CCCC(=O)Nc1ccccc1C,106,.,111,102,118,95,102,99
O=C1Nc2ccc(Cl)cc2/C1=C/c1ccc(OCc2ccc(Cl)cc2)cc1,103,104,99,92,102,108,98,99
N#CCC(=O)NNc1nc(Nc2ccccc2)nc(Nc2ccc(S(N)(=O)=O)cc2)n1,106,89,100,97,106,103,97,100
O=C1C(Cl)C(c2ccc(Cl)cc2Cl)N1n1cnnc1 (stereo not given),105,96,96,91,100,95,92,96
CCOC(=O)C1C(=O)C=C(c2ccc(Br)cc2)CC1c1sc(N(C)Cc2ccccc2)nc1Cl (stereo not given),93,77,81,65,87,82,85,80
CC1(O)CCC2CC3OC3(C)CCC3OC3(C)C(O)CC1C2(C)C (stereo not given),112,103,112,98,113,.,114,93
N=C(N)c1ccc(-c2ccc(-c3ccc(C(=N)N)cc3)o2)cc1,107,.,74,75,106,109,106,89
Cc1ccc(-n2cc3c(-c4cc5c(ccc6ccccc65)oc4=O)nnc(C)c3n2)cc1,95,102,96,87,108,105,84,103
Cn1c(=O)c2c(nc(NC3=NS(=O)(=O)c4ccccc43)n2CC(=O)Nc2ccc(S(N)(=O)=O)cc2)n(C)c1=O,105,118,99,93,99,107,97,109
O=S(=O)(NC1CC2CCC1C2)c1ccc2c(c1)/C(=N/O)c1cc(S(=O)(=O)NC3C4CC5CC(C4)CC3C5)ccc1-2 (stereo not given),98,111,99,81,107,94,94,97
Cc1c(OCC(F)(F)F)ccnc1CNc1ccc(C2=CC(c3ccc([N+](=O)[O-])cc3)N=C(N)N2)cc1 (stereo not given),103,103,99,85,98,93,94,79
Cc1[nH]n(-c2ccccc2)c(=O)c1C1CCC(=O)N1 (stereo not given),110,98,99,97,106,93,101,81
CCc1c(C(=O)NCc2c(O)ccc3cccc(O)c23)[nH]c(C)c1C(C)=O,37,33,1.6*,15,35,35,31,27
O=C1N=C2SCCN2/C1=C\c1cccc(OCc2ccc(Cl)cc2)c1,104,99,100,89,99,93,103,91
CS(=O)(=O)c1ccc(-c2nc3cc(Cl)ccc3n2CC(=O)N/N=C/c2ccccc2)cc1,101,96,100,92,93,78,94,83
Nc1ccccc1-c1nc2ccncc2[nH]1,92,116,96,92,102,101,102,99
Nc1nc(-c2ccc(Cl)cc2)cc(-c2cn(-c3ccccc3)nc2-c2ccc(OCc3ccccc3)cc2)n1,104,96,100,79,102,95,105,83
CCN(CC)c1cc(C)c2cc(NC(=O)c3cccc(OC)c3)ccc2n1,85,99,57,81,74,105,77,80
COc1cc(/C=N\NC(=O)CSc2nc3ccccc3c(=O)n2-c2cc(C)ccc2Cl)cc(OC)c1OC,87,72,58,72,83,88,91,75
NC(=O)C(c1ccccc1)c1ccccc1,110,88,101,111,104,77,91,68
CCCCNC(=O)C(c1ccccc1)c1ccccc1,112,105,95,87,102,98,100,100
CC#CCC(N)C(=O)O (stereo not given),109,89,100,118,105,119,98,101
O=C(/C=C/Nc1nccs1)c1ccc(N=Cc2c(O)[nH]c3ccccc23)cc1,117,114,95,118,99,105,100,78
O=S1(=O)CC(Br)C(Br)C1 (stereo not given),106&81,83&82,99&93,93&87,95&80,65&71,88&73,95&95
O=Cc1ncc(CO)s1,107,108,104,102,105,98,107,99
Cc1cccc2c(=O)n(C(=O)c3ccccc3)c(N)nc12,104,108,86,89,94,101,100,71
COc1ccc(C2=NNC(c3cc(Cc4ccc(O)c(C5CC(c6ccc(OC)cc6)=NN5)c4)ccc3O)C2)cc1 (stereo not given),79,20,47,49,12,71,59,35
CC(C)CCOCCOCCCN1C(=O)C2C3C=CC(C3)C2C1=O (stereo not given),105,115,105,90,110,88,110,86
COc1ccc(-n2c(=O)c3ccccc3n(Cc3ccc(C(=O)NO)cc3)c2=O)cc1,-17*,14,6.9*,-31*,-84*,.,-7.2*,39
NC(=S)N/N=C/c1cc(-c2cccc(N)c2)ccn1,52,45,9.0*,-2.2*,33,29,1.7*,22
Nc1ccc(S(=O)(=O)c2ccc(N3CCOCC3)c(N)c2)cc1,112,101,107,95,100,89,98,97
CCCNC(=O)Oc1ccc(/C(=C(/C)Cc2ccc(OC)cc2)c2ccc(OCCN3CCCCCC3)cc2)cc1,104,95,88,107,96,98,99,91

# Look-ups from the results shown.
# `O=S1(=O)CC(Br)C(Br)C1` (stereo not given) | UACC-257: 65&71
# `CCCNC(=O)Oc1ccc(/C(=C(/C)Cc2ccc(OC)cc2)c2ccc(OCCN3CCCCCC3)cc2)cc1` | SK-MEL-2: 95
# `COc1ccc(C2=NNC(c3cc(Cc4ccc(O)c(C5CC(c6ccc(OC)cc6)=NN5)c4)ccc3O)C2)cc1` (stereo not given) | A549/ATCC: 35
# `COc1ccc(-n2c(=O)c3ccccc3n(Cc3ccc(C(=O)NO)cc3)c2=O)cc1` | MDA-MB-435: -84*
# `O=C(/C=C/Nc1nccs1)c1ccc(N=Cc2c(O)[nH]c3ccccc23)cc1` | MDA-MB-435: 99
# `CCCCNC(=O)C(c1ccccc1)c1ccccc1` | UACC-257: 98
# `Cc1cccc2c(=O)n(C(=O)c3ccccc3)c(N)nc12` | M14: 100

# Next part
SMILES,SK-MEL-28,SK-MEL-2,SK-MEL-5,UACC-62,MDA-MB-435,UACC-257,M14,A549/ATCC
COc1ccc2[nH]c(=O)c(CSc3nccc(-c4ccc(OC)c(OC)c4)n3)cc2c1,43,44,-1.0*,28,11,39,48,18
OC(CN1CCCCC1)c1ccccc1 (stereo not given),110,103,102,103,105,99,98,89
COc1ccc2c(c1)C(C)CC(C)(C)N2C(=O)CSc1ccc(-c2nc3cc(C)c(C)cc3[nH]2)cn1 (stereo not given),91,97,54,76,91,93,88,87
O=C1C2Cc3ccccc3C(=O)N2C(=S)N1c1ccccc1 (stereo not given),104,100,100,93,108,100,101,100
CCCS(=O)(=O)Oc1ccc(-c2ccc3sccc3c2)cc1,96,110,101,79,102,114,108,97
O=C(CN1CCNCC1)NNc1ncnc2ccccc12,105,110,101,96,103,109,100,113
Nc1nc(N)c2ccccc2n1,100,133,102,91,97,109,95,109
COc1ccc(S(=O)(=O)N2CCCCC2)cc1NC(=O)c1[nH]c(C)c2c1CCCCC2=O,48,20,-24*,14,22,32,36,28
CC1Cc2c(Cl)ncnc2N(C)c2ccc(O)cc21 (stereo not given),28,27,-79*,34,30,34,22,28
O=C1c2cc(S(=O)(=O)O)ccc2C(=O)c2c1cccc2[N+](=O)[O-],121,108,114,110,105,93,95,99
COc1cccc(C2C3=C(COC3=O)N(CCO)c3cc4c(cc32)OCCO4)c1 (stereo not given),39,78,-12*,25,-28*,54,-12*,25
O=C(NCc1ccc(Cl)cc1)C1CN(c2ccc(Cl)cc2)N(c2ccc(Cl)cc2)C1=O (stereo not given),96,104,93,70,92,97,86,90
